Assay outcomes as filed in PubChem BioAssay.
FLuc modulator = qHTS profiling assay for firefly luciferase inhibitor/activator using purifed enzyme and Km concentrations of substrates (counterscreen for miR-21 project); Luciferin 4-monooxygenase (Photinus pyralis), P08659; purified FLuc, Km substrates, luminescence inhibition; Potency, µM (doses to about 57.5 µM), for inactives: top-dose activity change, negative = inhibition, most hits filed as inhibitors; hit rate 6.9% among 360,000; AID 588342, 2011;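 further: potency means the concentration at half of the fitted maximal effect; plate controls were vehicle for no effect and reference inhibitor for full effect; nearly all actives have a fitted effect of over 55% in size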
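Purified P. pyralis luciferase (10nM final) with 10uM D-luciferin and 10uM ATP (Km levels) in 50mM Tris acetate pH 7.5, 10mM Mg acetate, 0.01% Tween-20, 0.05% BSA; qHTS 6-point titration, ~60 µM downward; luminescence read.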
KCNH2 3.1 inh = qHTS for Inhibitors of KCHN2 3.1: Mutant qHTS; Potassium voltage-gated channel subfamily H member 2, brain isoform KCNH2 3.1 (human); U2OS KCNH2 3.1, thallium flux FluxOr; active compounds read low; activity change, % (tested at about 1.8 µM); hit rate 0.95% among 340,000;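 active means maximum activity change below -70%; inconclusive means maximum activity change from -70% to -50%; inactive means maximum activity change above -50%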;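 further: thallium influx rate constant from kinetic fluorescence after stimulation buffer; on the % scale 0 is the no-effect control and ±100 the full control effect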
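FluxOr-based Tl+ influx in U2OS cells transduced with KCNH2 3.1 virus; rate constants normalized to DMSO controls.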
NPC1 prom act = qHTS Assay for NPC1 Promoter Activators; Huh7 NPC1 promoter luciferase reporter, 24 h; hit rate 2.4% among 320,000; Potency, µM (highest dose often 9.22 µM), for the others: top-dose activation, usual class: activators;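 further: potency means the concentration at half of the fitted maximal effect; % of control where 0% means no effect; nearly all actives have a fitted effect of over 60% in size; reporter is driven by a mutant NPC1 promoter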
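Cells: Huh7 expressing luciferase under the NPC1 promoter, 1500/well. Seeded 2 h, compound added, incubated 24 h at 37 °C. Luciferase reagent, 10 min ambient, then luminescence.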
Mito fusion act = qHTS Assay for Small Molecule Inhibitors of Mitochondrial Division or Activators of Mitochondrial Fusion. S. cerevisiae fusion-defective mutant growth rescue, CellTiterGlo 48 h. Potency, µM (highest dose often 46.1 µM), without a hit: top-dose growth rescue (activation), actives largely listed as activators. hit rate 0.23% among 320,000;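 further: potency means the concentration at half of the fitted maximal effect; % of control where 0% means no effect; nearly all actives have a fitted effect of over 45% in size; temperature-sensitive fusion mutants such as fzo1-1 at 37 °C on non-fermentable ethanol glycerol medium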
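Yeast fusion mutant, YPEG (non-fermentable carbon), compound, 48 h at 37C non-permissive; CellTiterGlo added, 10 min RT, luminescence read. Rescued growth = division inhibition.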
MBNL1 CUG block = qHTS Assay for Inhibitors of MBNL1-poly(CUG) RNA binding; Muscleblind-like protein 1 (Homo sapiens), Q9NR56; TR-FRET MBNL1-His/biotin-(CUG)12 binding, 665/545 ratio; Potency, µM (doses to about 57.5 µM), without a hit: at the top dose activity change, negative = inhibition, hits mostly inhibitors; hit rate 0.036% among 280,000; active means well fitted inhibition curve with a large enough effect in the signal ratio, with a control signal flat, not every such curve was filed as active; inconclusive means small, poorly fitted or top-dose-only effect, or effect the other way, or a change in a side signal; inactive means no such curve, though single readings can be large or run the other way; the % refers to the signal ratio; further: potency means the concentration at half of the fitted maximal effect; on the % scale 0 is the no-effect control and ±100 the full control effect
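TR-FRET between His-tagged MBNL1 and biotin-(CUG)12 RNA, detected with Tb anti-His antibody (0.055 ng/ul) and streptavidin-XL665 (5 nM), 60 min at room temperature. Compounds titrated 92 nM to 58 uM; 665/545 nm ratio normalized to buffer and complex controls.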
Rab9 promoter act = qHTS Assay for Rab9 Promoter Activators | AID 485297, 2010 | Potency, µM (doses to about 9.22 µM), for the others: at the top dose activation, negative = inhibition, usual class: activators | Huh7 Rab9 promoter-luciferase reporter, luminescence, 24 h | hit rate 2.8% among 320,000; further: potency means the concentration at half of the fitted maximal effect; % of control where 0% means no effect; nearly all actives have a fitted effect of over 60% in size
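Using Huh7 cells stably transfected with Rab9 promoter–luciferase, compounds were incubated 24 h at 37 °C, 5% CO2; luciferase luminescence was read 10 min after reagent addition.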
PKM2 activator = qHTS Assay for Activators of Human Muscle isoform 2 Pyruvate Kinase. Pyruvate kinase PKM (Homo sapiens), P14618. AID 1631, 2009. purified PKM2, Kinase-Glo ATP luminescence, activation; response scale: 0% is enzyme alone, no compound. Potency, µM (doses to about 57.5 µM), without a hit: top-dose activation, most hits filed as activators. hit rate 0.34% among 260,000; further: potency means the concentration at half of the fitted maximal effect; on the % scale 0 is the no-effect control and ±100 the full control effect; nearly all actives have a fitted effect of over 55% in size
Target sequence (P14618 whole entry, looked up, canonical isoform): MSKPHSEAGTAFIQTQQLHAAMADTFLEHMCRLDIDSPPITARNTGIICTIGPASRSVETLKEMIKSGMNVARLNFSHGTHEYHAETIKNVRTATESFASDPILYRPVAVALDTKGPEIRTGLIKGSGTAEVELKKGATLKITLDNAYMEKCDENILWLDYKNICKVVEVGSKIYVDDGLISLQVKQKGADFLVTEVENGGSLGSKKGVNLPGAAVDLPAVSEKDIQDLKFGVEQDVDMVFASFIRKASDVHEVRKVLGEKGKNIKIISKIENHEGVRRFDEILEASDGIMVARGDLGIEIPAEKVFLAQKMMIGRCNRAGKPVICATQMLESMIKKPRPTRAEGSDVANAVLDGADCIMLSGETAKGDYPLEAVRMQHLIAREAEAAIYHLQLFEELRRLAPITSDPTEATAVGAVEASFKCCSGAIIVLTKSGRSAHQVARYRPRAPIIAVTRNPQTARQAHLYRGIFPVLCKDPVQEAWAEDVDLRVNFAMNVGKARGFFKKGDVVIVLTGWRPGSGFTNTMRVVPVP
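Purified hPK-M2 (>95%) run at intermediate activity with 0.1 mM ADP and 0.5 mM PEP in 50 mM imidazole pH 7.2, KCl, MgCl2; 1 h room temperature. ATP formed read by Kinase-Glo luminescence; normalized to uninhibited and no-enzyme controls.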
RORg inh = qHTS for inhibitors of ROR gamma transcriptional activity; AID 2551, 2010; Potency, µM (series often up to 53.6 µM), for inactives: at the top dose activity change, negative = inhibition, hits mostly inhibitors; Nuclear receptor ROR-gamma (Mus musculus), P51450; hit rate 5.4% among 310,000; Drosophila S2 Gal4-RORgamma UAS-luciferase reporter, 20 h; further: potency means the concentration at half of the fitted maximal effect; on the % scale 0 is the no-effect control and ±100 the full control effect; nearly all actives have a fitted effect of over 60% in size
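Compounds are pin-transferred onto Drosophila Schneider cells expressing a copper-inducible Gal4–ROR gamma transactivation domain fusion. After 1 hr, copper sulfate is added to 700 uM final; luciferase is read 20 hr later.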
Menin MLL FP TR = qHTS Assay for Inhibitors Targeting the Menin-MLL Interaction in MLL Related Leukemias: Competition With Texas Red Labeled MLL-derived Mutant Peptide; Potency, µM (doses to about 61.6 µM), without a hit: at the top dose FP activity change, negative = inhibition, usual class: inhibitors; AID 1768, 2009; O00255; hit rate 0.23% among 270,000; Menin + Texas Red MLL mutant peptide, fluorescence polarization; active means well fitted inhibition curve with a large enough effect in the polarisation, with a control signal flat, not every such curve was filed as active; inconclusive means small, poorly fitted or top-dose-only effect, or effect the other way, or a change in a side signal; inactive means no such curve, though single readings can be large or run the other way; the % refers to the polarisation; further: potency means the concentration at half of the fitted maximal effect; % of control where 0% means no effect; many of its hits are not listed in these tables
Target sequence (O00255 whole entry, looked up): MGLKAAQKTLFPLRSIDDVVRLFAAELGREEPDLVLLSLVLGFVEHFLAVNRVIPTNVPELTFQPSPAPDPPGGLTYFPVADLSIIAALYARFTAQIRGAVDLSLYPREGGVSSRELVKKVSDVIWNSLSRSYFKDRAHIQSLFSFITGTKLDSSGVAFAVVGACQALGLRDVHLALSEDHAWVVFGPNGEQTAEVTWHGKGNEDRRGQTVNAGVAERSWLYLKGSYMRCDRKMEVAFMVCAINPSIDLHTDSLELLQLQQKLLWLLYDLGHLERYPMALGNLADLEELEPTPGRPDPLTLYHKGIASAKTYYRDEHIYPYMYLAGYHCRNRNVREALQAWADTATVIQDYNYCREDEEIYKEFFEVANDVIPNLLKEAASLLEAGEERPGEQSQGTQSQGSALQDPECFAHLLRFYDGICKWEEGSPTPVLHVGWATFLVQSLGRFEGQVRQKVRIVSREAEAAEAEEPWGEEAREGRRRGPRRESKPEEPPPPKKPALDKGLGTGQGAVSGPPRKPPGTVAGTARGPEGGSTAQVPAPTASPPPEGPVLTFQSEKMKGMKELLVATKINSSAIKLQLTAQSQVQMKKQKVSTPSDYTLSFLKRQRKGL
ELG1 DNA repair = qHTS screen for small molecules that inhibit ELG1-dependent DNA repair in human embryonic kidney (HEK293T) cells expressing luciferase-tagged ELG1 | HEK293T ELG1-luciferase reporter, luminescence, 16 h; DNA damage induced by 5-fluorouridine | Potency, µM (top dose mostly 46.1 µM), inactives show top-dose activity change, negative = inhibition, actives largely listed as inhibitors | hit rate 2.3% among 330,000 | AID 504467, 2011; further: potency means the concentration at half of the fitted maximal effect; on the % scale 0 is the no-effect control and ±100 the full control effect; nearly all actives have a fitted effect of over 55% in size
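Luminescence from the luciferase reporter, measured 30 min after ONE-Glo reagent at room temperature, was the read-out. Beforehand, 2,000 cells per well were exposed for 16 hr at 37 °C to 5-fluorouridine together with compound or vehicle.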
VP16 counter = VP16 counterscreen qHTS for inhibitors of ROR gamma transcriptional activity. hit rate 3.5% among 310,000. Drosophila S2 Gal4-VP16 UAS-luciferase, luminescence, 20 h. Potency, µM (series often up to 53.6 µM), for inactives: top-dose activity, negative = inhibition, most hits filed as inhibitors;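 further: Gal4-VP16 expression switched on by copper sulfate through the metallothionein promoter; potency means the concentration at half of the fitted maximal effect; on the % scale 0 is the no-effect control and ±100 the full control effect; nearly all actives have a fitted effect of over 50% in size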
Numbers without * were called inactive; ? = inconclusive; . = not tested or not shown; & = joins results of further samples; [ ] = another dose, or the depositor's remark. Unless noted, the call rests on the fitted dose curve; in most records, active means well fitted curve in the direction sought with a large enough effect; inconclusive means small, poorly fitted or top-dose-only effect, or another doubt; inactive means no such curve, though single readings can be large; an effect the other way counts as inactive or inconclusive. The list is partial; rates above refer to the full screens.

SMILES	FLuc modulator	KCNH2 3.1 inh	NPC1 prom act	Mito fusion act	MBNL1 CUG block	Rab9 promoter act	PKM2 activator	RORg inh	Menin MLL FP TR	ELG1 DNA repair	VP16 counter
CN1CCN(c2nc3ccccn3c(=O)c2/C=C(\C#N)S(=O)(=O)c2ccccc2)CC1	2%	-10	-9%	3%	?	-7%	1%	22%	.	-2%	0%
CC1=NNC(=O)C1CCC(=O)N/N=C/c1ccco1 (centres undefined)	0%	2	-3%	0%	9%	1%	-8%	-18%	-4%	4%	-11%
Cn1c(Cc2csc(N)n2)nnc1SC/C=C/c1ccccc1	4%[2.3 µM]	3	-2%	-4%	-3%	0%	4%	-5%	9%	18%	4%
CN1CCN(C(=O)C2(NC(=O)Nc3cccc(F)c3)CCCCC2)CC1	2%	6	-1%	-5%	-6%	-4%	1%	-21%	7%	?	-3%[0.365 µM]
O=C(N/N=C/c1cc2cc3c(cc2nc1Cl)OCO3)c1ccncc1	-1%	-4	-3%	-1%	?	0%	-4%	-12%	.	?	-5%
Cc1ccccc1NC(=O)CSc1nc(-c2ccccc2)cc(=O)[nH]1	-10%	-6	-5%	1%	-3%	-6%	2%	-1%	-7%	1%	1%
CCn1c(SCC(=O)OC)nnc1-c1c[nH]c2ccccc12	2%	8	3%	-1%	1%	3%	0%	2%	.	-2%	-6%
Nc1cccc2c3c(oc12)CCCC3	?	7	0%	-3%	-1%	-1%	0%	.	4%	1%	.
CCOc1ccc(NS(=O)(=O)c2ccc3ncsc3c2)cc1	0%	11	-1%	9%	4%	1%	?	42%	2%	10%	-10%
CCN(CC)S(=O)(=O)c1ccc(Nc2cc(C)nc3ncnn23)cc1	-1%	3	-4%	1%	4%	5%	-4%	-7%	12%	-9%	6%
Cc1ccc(N=C2CSC(=O)N2)cc1	4%	11	-4%	-2%	-7%	15%	6%	13%	-3%	?	8%
CCOC(=O)c1c(NC(=O)CN2CCN(C(=O)C3CCCO3)CC2)sc(C)c1C (centres undefined)	0%	-12	-2%	-4%	7%	1%	17%	.	-15%	?	.
N#Cc1ccc(CSc2nnc(NC(=O)c3ccc(=O)[nH]c3)s2)cc1	-2%	0	1%	1%	.	6%	0%	-6%	.	-1%	-10%
COC(=O)c1sc(NC(=S)NC(=O)c2ccccc2Cl)nc1C	6.7µM*	1	?	-2%	-18%	?	-22%	6%	0%	?	-37%
Cc1cc(C)c(OCC(=O)N(Cc2ccccc2)C2CCS(=O)(=O)C2)c(C)c1 (centres undefined)	0%	-6	-6%	0%	-4%	4%	6%	-10%	-23%	-12%	17%
Cc1cc(C(=O)NP(=O)(N2CCOCC2)N2CCOCC2)c(C)n1-c1ccc(N(C)C)cc1	2%	-5	-7%	-3%	3%	-1%	-12%	-4%	?	6%	4%
COc1ccc(S(=O)(=O)NCC2CCCO2)cc1Cl (centres undefined)	-1%	5	-2%	-3%	-3%	10%	4%	-12%	-11%	1%	-13%
Cn1nnc(NC(=S)NC(=O)c2cccs2)n1	-7%	-9	-1%	-4%	-8%	-1%	-11%	8.9µM*	10%	19%	13µM*
CCOC(=S)SCc1cn2cccc(C)c2n1	?	-16	-1%	1%	11%	-1%	8%	14µM*	-6%	8%	-27%
COc1ccc(CNC(=O)CN(Cc2ccccc2OC)C(=O)c2csnn2)cc1	-1%	0	0%	1%	3%	4%	1%	-6%	-29%	-8%	-2%
CCN1CCN(CC(=O)c2cc(Cl)ccc2Cl)CC1	-6%	7	-19%	-3%	.	-2%	-7%	-21%	-6%	6%	1%
O=c1[nH]c(N2CCN(c3ccccc3)CC2)nc2c1CCCC2	0%	-2	-4%	-4%	8%	-4%	0%	-5%	0%	?	-3%
COc1ccc(-n2nc(C(=O)NCC(=O)N3CCCCCC3)c3ccccc3c2=O)cc1	5.4µM*	-21	-14%	5%	?	7%	-6%	-6%	-19%	17%	-10%
CCn1c(COc2ccccc2C)nnc1SCC(=O)N1CCCCC1	-2%	-6	-1%	-3%	-9%	0%	2%	27%	-19%	-3%	-3%
Cc1cc(C(=O)NN=C2CCCC2)c2ccccc2n1	0%	6	5%	6%	.	11%	.	.	.	-1%	.
Cc1cc(NC(=O)COc2ccc(F)c(Cl)c2)no1	1%	8	0%	-3%	2%	12%	0%	-11%	.	13%	3%
CC1(C)CC(=O)C(CS(=O)(=O)c2ccccc2)=C(Cl)C1	2%	-11	-4%	-3%	-3%	-4%	-2%	?	.	-8%	?
O=C(NCc1ccccn1)C(=O)Nc1cccc2ccccc12	-9%	3	0%	0%	10%	19%	-4%	-14%	0%	0%	-1%
CCCCCC(=O)N1CCN(CCN=CC2=C(O)CC(c3ccc(OC)c(OC)c3)CC2=O)CC1 (centres undefined)	7%	-35&-11	1%	-4%	-4%	2%	2%	1%	?	4%	-3%
CC(C)c1ccc(NC(=O)c2cc(S(=O)(=O)N3CCCC3)c[nH]2)cc1	?	-3	3%	0%	6%	1%	1%	25%	21%	?	4%
COc1cccc(CNC(=O)CN2C(=O)CSc3ccc(S(=O)(=O)N4CCCCC4)cc32)c1	-5%	7	-3%	-8%	-7%	-1%	.	3%	1%	-4%	-12%
O=[N+]([O-])C(/C=C(\Cl)[N+](=O)[O-])=C1N(Cc2ccc(Cl)nc2)CCN1Cc1ccc(Cl)nc1	7%	-23	-1%	-1%	?	19%	5%	?	.	-2%	?
Cc1nc2ccc(NC(=O)C3CCN(S(=O)(=O)c4cccs4)CC3)cc2s1	1%	-15	1%	3%	-17%	1%	3%	?	21%	-12%	6%
Cc1cc(C)n2nc(C(=O)Nc3ccc(N4CCOCC4)cc3)nc2n1	-15%	3	.	2%	8%	.	3%	1%	-2%	.	-7%
O=C(Nc1ccc(F)cc1)C1CCCN(S(=O)(=O)c2cccc3cccnc23)C1 (centres undefined)	-1%	9	0%	2%	2%	-8%	1%	41%	5%[11.7 µM]	?	6%
Cc1c(C)c2cc(Cl)c(O)c(CN3CCN(C)CC3)c2oc1=O	8%	0	0%	-2%	?	-9%	0%	-27%[10 µM]	-1%	2%	2%
Cc1ccccc1NC(=O)CCOc1ccccc1	?	3	?	-7%	-7%	?	.	18%	12%	?	5%
COc1cccc(NC(=O)CN2C(=O)NC(c3ccccc3)(c3ccccc3)C2=O)c1	?	-20	-5%	-1%	-4%	-12%	-5%	15%	34%[activator]	-1%	18%
CN1CCC(N(C)CC(C)(C)NS(=O)(=O)c2ccccc2)CC1	0%	-8	-1%	-3%	0%	-6%	0%	13%	.	3%	-5%
Cc1ccc(OCCn2cnc(Cl)c2Cl)cc1	-5%	-1	-3%	1%	0%	-4%	3%	22%	-3%	13%	21%
CC1=CC(C)(C)N(C(=O)c2ccccc2)c2ccc(C)cc21	-2%	-3	4%	3%	-9%	5%	0%	-1%	?	-4%	3%
Cc1nn(-c2ccc(N3CCOCC3)nn2)c(C)c1CCC(=O)Nc1ccccc1	?	-7	13%	-7%	4%	11%	.	9%	.	?	2%
CCOc1ccc(C(=O)NNC(=O)c2cc(C)oc2C)cc1	1%	2	6%	2%	.	7%	.	.	.	0%	.
CCOC(=O)C1CCN(S(=O)(=O)c2ccc(-n3cnnn3)c(C)c2)CC1	-1%	0	-1%	-3%	5%	-2%	-2%	?	1%	?	-7%
Cc1ccc(C(=O)NCCCNCCCN(C)C)cn1	-1%	1	-3%	-3%	-1%	1%	1%	-1%	3%	6%	6%
CC1CN(c2nc3c(c(=O)n(Cc4ccc(Cl)cc4)c(=O)n3C)n2C)CC(C)O1 (centres undefined)	-2%	2	-4%	11%	10%	3%	11%	40%	2%	?	-10%
